MazEF act: increases E. coli MazEF RNase cleavage of RNA; P0AE70; FAM/BHQ RNA-DNA oligo cleavage fluorescence, 5 h; activation, % at 20 µM; hit rate 0.32% among 350,000; AID 504720; in the data active means activation above about 50%
Target sequence (P0AE70 whole entry, looked up): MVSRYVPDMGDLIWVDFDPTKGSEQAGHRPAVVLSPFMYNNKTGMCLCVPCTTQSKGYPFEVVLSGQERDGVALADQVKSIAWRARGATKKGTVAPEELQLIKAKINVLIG
BoNT F protease: BoNT F light chain protease inhibition; Multiplex microsphere protease cleavage assay, flow cytometry; inhibition, % at 10 µM; hit rate 0.22% among 360,000; AID 588497; in the data active means inhibition above about 35%, passing the limit was not always enough; inconclusive means no clear call, values can overlap the other calls; further: plate controls were buffer without enzyme for full effect and enzyme alone for no effect
CCHF vOTU inh: CCHFV vOTU protease inhibition; Pep-AMC fluorescence; inhibition, % at 11.5 µM; hit rate 0.55% among 370,000; further: 0% = vehicle wells with enzyme and 100% = no enzyme wells
FBA Mtb inh: inhibitors of M. tuberculosis fructose-bisphosphate aldolase | inhibition, % at 1 µM | hit rate 2.3% among 360,000 | purified M. tuberculosis FBA, fluorescence read-out | P9WQA3; in the data active means inhibition above about 27%;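 further: 0% = vehicle and 100% = reference inhibitor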
Target sequence (P9WQA3 whole entry, looked up): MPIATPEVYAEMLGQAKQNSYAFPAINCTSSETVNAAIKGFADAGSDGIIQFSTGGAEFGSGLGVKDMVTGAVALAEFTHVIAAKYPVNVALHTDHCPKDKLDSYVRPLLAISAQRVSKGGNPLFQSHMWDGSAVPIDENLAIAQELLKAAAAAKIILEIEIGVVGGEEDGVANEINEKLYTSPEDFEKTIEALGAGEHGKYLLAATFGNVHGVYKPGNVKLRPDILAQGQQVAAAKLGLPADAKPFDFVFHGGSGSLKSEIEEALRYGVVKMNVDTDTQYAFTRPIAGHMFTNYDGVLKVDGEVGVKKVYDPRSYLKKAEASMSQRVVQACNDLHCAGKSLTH
DUSP3 inh: DUSP3 (human) phosphatase inhibition; P51452; recombinant VHR phosphatase, pNPP absorbance; inhibition, % at 13.3 µM; hit rate 0.52% among 290,000; AID 1654; in the data active means inhibition above about 50%; further: some compounds called inactive have numbers as strong as hits
Target sequence (P51452 whole entry, looked up): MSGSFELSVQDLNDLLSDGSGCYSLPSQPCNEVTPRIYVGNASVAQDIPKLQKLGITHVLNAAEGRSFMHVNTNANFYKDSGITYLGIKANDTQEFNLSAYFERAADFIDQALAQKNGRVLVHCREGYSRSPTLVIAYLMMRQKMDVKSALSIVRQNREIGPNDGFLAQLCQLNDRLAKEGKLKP
Rv3671c inh: inhibitors of M. tuberculosis serine protease Rv3671c. AID 2606. hit rate 0.048% among 320,000. inhibition, % at 5.96 µM; in the data active means inhibition above about 38%;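 further: extracellular domain of Rv3671c used as enzyme; 0% = enzyme with DMSO and 100% = no enzyme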
Target sequence (P9WHR9 whole entry, looked up, the tested form may be a part): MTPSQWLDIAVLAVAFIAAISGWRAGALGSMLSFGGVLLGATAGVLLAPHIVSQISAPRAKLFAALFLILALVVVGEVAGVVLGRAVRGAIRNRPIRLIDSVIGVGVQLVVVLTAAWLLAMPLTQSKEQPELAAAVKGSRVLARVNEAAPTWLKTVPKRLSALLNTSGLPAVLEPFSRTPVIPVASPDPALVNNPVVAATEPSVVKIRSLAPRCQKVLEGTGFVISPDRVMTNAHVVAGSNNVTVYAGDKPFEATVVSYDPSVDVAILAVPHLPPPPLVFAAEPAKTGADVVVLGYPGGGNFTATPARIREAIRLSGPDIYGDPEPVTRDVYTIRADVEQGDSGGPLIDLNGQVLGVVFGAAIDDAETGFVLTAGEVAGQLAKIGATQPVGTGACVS
BioA inh: BioA (M. tuberculosis) enzyme inhibition; purified M. tuberculosis BioA enzyme, plate reader; inhibition, % at 9.99 µM; hit rate 0.096% among 360,000; AID 602481; in the data active means inhibition above about 40%; inconclusive means no clear call, values can overlap the other calls
GDH-TPI counter: inhibits GDH-TPI coupling enzymes, artifact for Mtb FBA screen. inhibition, % at 4.8 µM. hit rate 1.2% among 360,000. GDH-TPI coupled enzyme counterscreen, NADH absorbance;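 further: 0% = DMSO wells and 100% = wells lacking the enzyme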
Mtb UGM inh: Mtb UDP-galactopyranose mutase inhibition. P9WIQ1. purified UGM, fluorescence polarization probe displacement. inhibition, % at 10 µM. hit rate 0.06% among 320,000. AID 504406; in the data active means inhibition above about 10%, passing the limit was not always enough; inconclusive means no clear call, values can overlap the other calls
FadD28 binding: blocks FadD28 binding to the bisubstrate probe; fluorescence polarization; inhibition, % at 12.5 µM; hit rate 0.22% among 360,000; AID 588549; in the data active means inhibition above about 8.5%, passing the limit was not always enough; inconclusive means no clear call, values can overlap the other calls
* hit, by the source's call; ? = inconclusive; / = no result given. Unless noted, no stated cut-off is given here; in the data, active means inhibition above about 30%; inactive means the rest.

SMILES | MazEF act | BoNT F protease | CCHF vOTU inh | FBA Mtb inh | DUSP3 inh | Rv3671c inh | BioA inh | GDH-TPI counter | Mtb UGM inh | FadD28 binding
CC(C)CC(=O)NC(c1ccccc1Cl)c1c(O)ccc2ccccc12 (centres undefined) | 8 | 3 | 3 | 6 | -4 | -10 | / | 8 | -2.8 | -2.2
O=C(CNC(=O)c1ccc(Br)o1)NC12CC3CC(CC(C3)C1)C2 | 7 | -3 | 3 | 7 | 23 | -1 | 2.0 | 17 | -1.8 | -1.4
COC(=O)C1=C(N)Oc2cc(C)n(CCCn3ccnc3)c(=O)c2C1c1ccc(Cl)cc1 (centres undefined) | 7 | 2 | -8 | 1 | 35 | 0 | -0.6 | 3 | 0.3 | -4.3
c1ccc(C(c2ccccn2)c2ccccn2)cc1 | 3 | 5 | 0 | -1 | 10 | -1 | / | -6 | -0.9 | -4.4
COc1cccc(CNC(=O)C(CC(C)C)NC(=O)c2ccccc2C)c1 (centres undefined) | 16 | 32 | 5 | 1 | -2 | -2 | 0.6 | -6 | -3.7 | -1.4
COc1ccccc1OCC(=O)Nc1ccc2c(c1)C(=O)N(CC1CCCO1)C2=O (centres undefined) | 1 | -5 | -2 | 2 | 9 | 0 | / | 3 | 1.5 | -0.5
O=C(CC1C[C@H](C(=O)N2CCOCC2)[C@@]2(CCC3CCCC3)c3[nH]c4ccccc4c3CCN2C1=O)NCCC1=CCCCC1 (some centres undefined) | 2 | -5 | -2 | -1 | / | 5 | -1.6 | -8 | -0.1 | -4.1
Cn1c(-c2sc3ccccc3c2Cl)n[nH]c1=S | -6 | 12 | 12 | -2 | 2 | -3 | 0.8 | 7 | 0.9 | -2.0
COc1cccc(OC)c1C(=O)Nc1ccc2c(c1)OCCO2 | 7 | -5 | 2 | -1 | 2 | -1 | -0.7 | -7 | 4.1 | 0.0
CC1(c2ccccc2)NC(=O)N(N)C1=O (centres undefined) | -29 | -4 | 3 | 2 | 22 | -7 | / | 0 | -0.6 | -1.8
O=C(CSc1nnc(-c2cccs2)o1)Nc1cccc(S(=O)(=O)N2CCCCC2)c1 | 1 | 4 | 1 | 0 | -4 | -14 | -0.4 | 0 | -3.4 | -0.6
CCN1CCN(C(=S)Nc2ccc([N+](=O)[O-])cc2)CC1 | -14 | 9 | 5 | 2 | 10 | -4 | 24 | 21 | -1.5 | -0.1
CCC1(C)SC(N)=NN1C(C)=O (centres undefined) | 2 | -6 | -14 | -1 | 6 | 4 | / | 3 | -2.4 | -0.4
COc1ccc(NC(=O)c2ccc(-c3nn(C)c(=O)c4ccccc34)cc2)cc1C(N)=O | 40 | -3 | 11 | 1 | -3 | 14 | -0.4 | -2 | -2.4 | -2.9
Cc1ccc(S(=O)(=O)N2CCCC2)cc1C(=O)O | 4 | 7 | -6 | -7 | 23 | 2 | -1.0 | 4 | -0.7 | 1.6
Cn1nnc2cc(C(=O)N3CCC(c4ccccc4)C3)ccc21 (centres undefined) | -5 | 0 | 0 | -2 | -1 | -1 | 66* | 2 | -1.8 | -2.0
Nc1nnnn1/N=C/c1ccccn1 | 0 | 9 | -4 | 4 | -15 | -5 | 3.0 | -1 | 2.0 | -0.3
COc1ccc(OCC(=O)NC(=S)Nc2ccccc2F)cc1 | 8 | -1 | 11 | / | -8 | -16 | / | / | -0.3 | -0.1
CC(=O)c1c(N2CCN(C(=O)C3CCCO3)CC2)nc(=S)n(-c2ccccc2)c1C (centres undefined) | 6 | -17 | 7 | -1 | 22 | 1 | -1.7 | 3 | 3.0 | 1.3
O=C(CN1CCN(c2ccccn2)CC1)Nc1ccc(OCc2ccccc2)cc1 | 9 | -10 | 5 | -2 | 12 | 2 | / | -3 | 0.1 | -0.6
CCc1ccc(/C=N/NC(=O)c2cc(-c3ccncc3)nc3ccccc23)s1 | 12 | -9 | -2 | -2 | 1 | 9 | / | 19 | 2.8 | -2.6
COCCn1c(C)cc(C(=O)CSc2nc(C)c(C)c(C)n2)c1C | 5 | -14 | 1 | 0 | 14 | -10 | / | -3 | -5.0 | 0.4
Cc1cccc(Nc2nc3c(S(=O)(=O)c4ccccc4)nnn3c3ccccc23)c1 | 14 | 2 | -11 | 0 | 0 | 6 | -0.4 | 0 | -2.4 | -1.4
CCCCOC(=O)Nc1nnc(CC(=O)NCc2ccccc2)s1 | 4 | ? | -4 | 3 | 47 | -2 | 1.7 | -6 | 2.7 | -4.2
O=C(CN(C(=O)c1ccc2c(c1)OCCO2)c1ccccc1)NCC1CCCO1 (centres undefined) | 1 | 0 | 4 | 2 | -6 | -2 | -1.1 | 4 | 3.0 | -1.1
COc1ccccc1Oc1coc2cc(OCC(N)=O)ccc2c1=O | 2 | 41* | -9 | 1 | -3 | -3 | 2.4 | 3 | 2.7 | 0.5
CCn1cc(/C=N\NC(=O)c2ccccc2Cl)cn1 | 0 | 3 | 3 | -6 | 0 | 2 | / | -6 | -4.0 | -1.6
Cn1c(=O)c2c(nc(N/N=C/c3c(O)n(C4CCCCC4)c(=S)[nH]c3=O)n2C)n(C)c1=O | 3 | -1 | -3 | -2 | 19 | -5 | / | 22 | -0.5 | 1.9
COc1ccccc1C(=O)NCCC(=O)N1CCN(c2ccccc2O)CC1 | -3 | ? | 6 | 2 | / | 9 | 2.8 | 1 | 1.1 | -0.2
COc1ccc(C(=O)N=C2SC3CS(=O)(=O)CC3N2Cc2ccccc2)cc1OC (centres undefined) | 5 | -2 | 11 | 2 | -9 | 2 | 0.3 | 14 | 0.5 | -0.5
CC1CCCN(S(=O)(=O)c2cccc(C(=O)OCC(=O)N(C)Cc3c(F)cccc3Cl)c2)C1 (centres undefined) | 6 | -3 | 5 | 1 | / | -9 | -0.9 | -19 | 0.2 | -1.9
COc1ccc(NCC(=O)N/N=C2\CCc3ccccc32)cc1 | 7 | -3 | -11 | -3 | 5 | -3 | / | 10 | -1.2 | -1.0
CCCC(=O)OCC(=O)c1[nH]c(C)c(C(C)=O)c1C | -10 | -1 | -3 | -2 | 9 | 5 | -0.7 | -8 | -1.0 | -3.3
COc1ccc(-c2ccnc(SCC(=O)N3CCOCC3)n2)cc1 | 9 | -2 | 12 | 11 | 13 | 13 | -2.6 | 14 | 0.5 | -2.7
O=C(NCCc1c[nH]c2ccccc12)c1cnccn1 | 1 | -4 | -9 | 1 | 7 | 0 | / | 5 | -2.3 | -4.7
Cc1nc(CCNC(=O)c2ccccc2)cs1 | -13 | 0 | 0 | 0 | -11 | 0 | / | 9 | 6.4 | -1.2
Cc1c(Cl)c([N+](=O)[O-])nn1CC(=O)NCc1ccco1 | 3 | 0 | -6 | 1 | 17 | 9 | / | 7 | -4.9 | -3.0
O=[N+]([O-])c1cccc(-c2c(-c3ccccc3)ncc3cc(F)ccc23)c1 | -4 | 0 | -3 | -2 | / | 4 | -0.5 | -1 | 1.4 | -5.8
COc1ccc2oc(C(=O)Nc3ccc(S(=O)(=O)N(C)C4CCN(C)CC4)cc3)c(C)c2c1 | 22 | 4 | -2 | 3 | -2 | 5 | 0.6 | 6 | 0.6 | -6.2
COC1Cc2ccccc2N(C(=O)N2CCN(CCO)CC2)c2ccccc21 (centres undefined) | -13 | -5 | 10 | 6 | 6 | -1 | -1.8 | 10 | -2.1 | -1.8
O=C(CN1C(=O)C2C3C=CC(C3)C2C1=O)Nc1nc(SCc2ccc(Cl)cc2)n[nH]1 (centres undefined) | -6 | -7 | 26 | 2 | 14 | -2 | -0.8 | -6 | -0.8 | -2.7
CC1(C)CC(NC(=O)c2cc(COc3cccc(C(F)(F)F)c3)on2)CCO1 (centres undefined) | -6 | 7 | 14 | 1 | -2 | -1 | 0.9 | 6 | -0.7 | 0.3
COC(=O)CSc1nc2nc(C)c(Br)cc2[nH]1 | -3 | -1 | 2 | 1 | 39 | -10 | 1.5 | 1 | 0.6 | -2.8
CCC1=C(C)C(N2CCOCC2)=NP(N2CCOCC2)(N2CCOCC2)=N1 | -2 | 9 | 4 | 5 | -3 | 7 | -0.5 | -3 | -1.7 | -16
O=C(c1ccccc1)N(c1ccccc1)c1ccccc1O | 2 | -4 | -5 | 2 | / | / | / | 6 | / | -6.1
O=C(Nc1ccccc1C(=O)N1CCOCC1)c1cccc(S(=O)(=O)N2CCCC2)c1 | 0 | 0 | -2 | 5 | -10 | / | / | -3 | / | 1.2
CC(=O)N1C(=O)CC(C)N(C(C)=O)c2ccc([N+](=O)[O-])cc21 (centres undefined) | 6 | -4 | -3 | 1 | 33 | -5 | -2.7 | 7 | -0.5 | -0.4
CN(C)c1ccc(/C=C/c2nc3ccccc3c(=O)n2CCO)cc1 | -11 | ? | 30* | -5 | 10 | 5 | -13 | 26 | -0.1 | -1.7
CCCNS(=O)(=O)c1ccc(CCC(=O)NCc2ccco2)cc1 | 5 | 0 | -7 | -3 | -1 | -7 | -0.4 | -10 | 2.4 | -0.1
CC1(C)N=C(N)N=C(N)N1c1cccc(CN)c1 | -2 | -10 | -14 | 1 | 27 | -2 | / | 2 | 2.4 | -0.9
COc1ccc(C(=O)NCC(=O)N/N=C/C(C)=C/c2ccccc2)cc1OC | 12 | -5 | -4 | 2 | 42 | -5 | / | 11 | -0.3 | 1.0
Cc1cc(N2CCCCC2)nc(N2CCOCC2)n1 | 4 | 1 | -37 | 3 | 19 | -1 | / | -6 | -0.4 | 0.1
O=C1NC(NS(=O)(=O)c2ccc(Cl)cc2)(C(F)(F)F)C(=O)N1Cc1cccnc1 (centres undefined) | 3 | -6 | -4 | 3 | 40 | -3 | -3.1 | -6 | -2.2 | -3.7
C/C(=N\O)c1oc2ccc3c(C)cc(=O)oc3c2c1C | -2 | / | -16 | / | 29 | 2 | / | / | -0.8 | /
CCn1c(SCC(=O)Nc2ccc(S(=O)(=O)Nc3ccccn3)cc2)nnc1-c1ccncc1 | 7 | 2 | 12 | 7 | 11 | -7 | -0.8 | 6 | -1.9 | -1.0
Cc1onc(-c2ccccc2Cl)c1C(=O)Nc1c(C)n(C)n(-c2ccccc2)c1=O | -1 | 3 | 8 | -6 | -15 | 0 | 0.6 | -2 | -0.4 | -3.7
CCCn1c(CCC(=O)O)nc2cc(S(N)(=O)=O)ccc21 | 5 | -4 | 0 | -1 | 4 | 5 | / | 4 | / | -2.0
Cc1ccc(Cn2ncc3c(N4CCOCC4)ncnc32)cc1 | -2 | -4 | -6 | 1 | 25 | 0 | -1.8 | 2 | 0.2 | -2.4
CC(C)C(=O)Nc1cc2c(cc1C(=O)c1ccccc1)OCCO2 | -3 | 7 | 7 | 7 | 19 | -2 | -0.6 | 5 | -0.1 | 3.0
CC(=O)Cc1nsc(NC(=O)c2ccc(Cl)cc2Cl)n1 | 2 | 1 | 10 | 0 | 26 | 5 | / | -1 | 1.3 | 1.2
COc1ccccc1CNC(=O)CS(=O)(=O)c1ccc(C)cc1 | 4 | 6 | 12 | 2 | 40 | -5 | -0.6 | -7 | 0.0 | 0.1
Cn1cccc1/C=N/NC(=O)Cc1cccs1 | 0 | ? | 3 | 1 | 30 | -8 | 1.4 | 10 | 2.9 | -3.1

Compounds shown so far with fluorine, in the order listed:
SMILES | MazEF act | BoNT F protease | CCHF vOTU inh | FBA Mtb inh | DUSP3 inh | Rv3671c inh | BioA inh | GDH-TPI counter | Mtb UGM inh | FadD28 binding
COc1ccc(OCC(=O)NC(=S)Nc2ccccc2F)cc1 | 8 | -1 | 11 | / | -8 | -16 | / | / | -0.3 | -0.1
CC1CCCN(S(=O)(=O)c2cccc(C(=O)OCC(=O)N(C)Cc3c(F)cccc3Cl)c2)C1 (centres undefined) | 6 | -3 | 5 | 1 | / | -9 | -0.9 | -19 | 0.2 | -1.9
O=[N+]([O-])c1cccc(-c2c(-c3ccccc3)ncc3cc(F)ccc23)c1 | -4 | 0 | -3 | -2 | / | 4 | -0.5 | -1 | 1.4 | -5.8
CC1(C)CC(NC(=O)c2cc(COc3cccc(C(F)(F)F)c3)on2)CCO1 (centres undefined) | -6 | 7 | 14 | 1 | -2 | -1 | 0.9 | 6 | -0.7 | 0.3
O=C1NC(NS(=O)(=O)c2ccc(Cl)cc2)(C(F)(F)F)C(=O)N1Cc1cccnc1 (centres undefined) | 3 | -6 | -4 | 3 | 40 | -3 | -3.1 | -6 | -2.2 | -3.7

Screening results deposited in PubChem BioAssay by several laboratories.
